SRC1 TRFRET art = counter-screen for PPARgamma SRC-1 recruitment agonists: TR-FRET artefact | TR-FRET detection artefact counter-screen, emission ratio; active compounds read high | TR-FRET ratio at 8 µM | 99,000 compounds, 0.34% hits | AID 1051; in the data active = TR-FRET ratio above about 2300; note: inactives centre near 1800; reference of the scale not given here
SRC3 TRFRET art = TR-FRET artefact, counter-screen to PPARgamma/SRC-3 agonist assay. AID 1048. PPARgamma/SRC-3 format; active compounds read high. 99,000 compounds, 0.39% hits. TR-FRET ratio at 8 µM; in the data active = TR-FRET ratio above about 2000; note: inactives centre near 1600; reference of the scale not given here
Active calls of the source: *. This is a subset; rates above refer to the full screens.

SMILES | SRC1 TRFRET art | SRC3 TRFRET art
COc1ccc(C)cc1NC(=O)CCCN1C(=S)NC(C)(C)CC1C (stereo not drawn) | 1847 | 1547
Cc1n[nH]c(=S)n1/N=C/c1ccccc1OCc1ccc(Cl)cc1Cl | 1624 | 1267
CCOC(=O)N1CCN(C(=S)Nc2ccc3nc(N4CCN(CC)CC4)cc(C)c3c2)CC1 | 1693 | 1645
O=C(NN=C1CCCCC1)NC1CCCCC1 | 1912 | 1664
Cc1cccc(C2c3[nH]c4ccccc4c3CCN2C(=O)c2ccc(=O)[nH]c2)n1 (stereo not drawn) | 1546 | 1353
O=C(NCCN1C(=O)S/C(=C\c2ccc(OC(F)F)cc2)C1=O)[C@@H]1CCCN1C(=O)c1cccs1 | 1877 | 1757
COc1ccc(C(=O)Nc2cc(Cl)ccc2C(=O)O)cc1 | 1573 | 1611
COc1ccc(NS(=O)(=O)c2cccc(Cl)c2)cc1S(=O)(=O)N1CCCCC1 | 1934 | 1706
O=C(CCSc1ccccc1)NC1CCCC1 | 1439 | 1603
Cc1cc(SCC(=O)O)nc2ccccc12 | 1642 | 1485
CC1CCN(C(=O)CSc2nnc(CSc3ncccn3)n2C)CC1 | 1695 | 1592
CCC(COC(=O)Nc1ccccc1)NC(=O)OC(C)C (stereo not drawn) | 1863 | 1657
C=CCN1C(=O)/C(=C2/Sc3ccc(OC)cc3N2C)SC1=NCc1ccccc1 | 1965 | 1664
O=C(Nc1ccc(N2CCOCC2)c(Cl)c1)c1ccc2c(c1)OCCO2 | 1662 | 1697
O=S(=O)(NC1CCCCC1)c1ccc(Cl)nc1 | 1928 | 1622
Cc1ccc(NC(=O)CSc2n[nH]c(-c3ccncc3)n2)cc1C | 1756 | 1393
O=C(CC12CC3CC(CC(C3)C1)C2)NC(=S)NCc1ccccc1 | 1791 | 1529
COc1ccc(Cl)cc1NC(=S)N(Cc1ccccc1C)CC1CCC(C(=O)O)CC1 (stereo not drawn) | 1843 | 1398
CCOc1ncccc1C(=O)Nc1nnc(C(CC)CC)s1 | 2012 | 1546
CCOC(=O)N1CCC(NC(=O)Cn2c3ccccc3c3cn[nH]c(=O)c32)CC1 | 1914 | 1417
Cn1c(SCC#N)nnc1-c1cccnc1 | 1700 | 1493
CC(=O)N(c1ccccc1C)S(=O)(=O)c1ccc(Cl)cc1 | 1682 | 1442
O=C(NC(Cc1c[nH]c2ccccc12)C(=O)OCC(=O)c1cccc2ccccc12)c1cccs1 (stereo not drawn) | 1958 | 1551
CCCOc1ccccc1NC(=O)c1ccc([N+](=O)[O-])cc1 | 1862 | 1726
O=C(N/N=C/c1ccc(O)cc1)c1csc2c1CCCC2 | 1746 | 1784
Cc1cc([N+](=O)[O-])cc2c1NC(=O)C2(O)N1CCCCCC1 (stereo not drawn) | 1954 | 1576
CCCCN(CC)S(=O)(=O)c1ccc(C(=O)N(CCCN(C)C)c2nc3cc(C)cc(C)c3s2)cc1 | 1647 | 1474
CCN(C(=O)COC(=O)CNC(=O)c1ccc2ccccc2c1)C1CCS(=O)(=O)C1 (stereo not drawn) | 1834 | 1590
COC(=O)CN1C(c2ccccc2O)Nc2ccc(Br)cc2C1c1ccccc1 (stereo not drawn) | 1710 | 1458
CN(CCC#N)C(=O)CSc1nnc(-c2ccco2)n1N | 1798 | 1609

Structures above containing two or more sulfur atoms:
SMILES | SRC1 TRFRET art | SRC3 TRFRET art
O=C(NCCN1C(=O)S/C(=C\c2ccc(OC(F)F)cc2)C1=O)[C@@H]1CCCN1C(=O)c1cccs1 | 1877 | 1757
COc1ccc(NS(=O)(=O)c2cccc(Cl)c2)cc1S(=O)(=O)N1CCCCC1 | 1934 | 1706
CC1CCN(C(=O)CSc2nnc(CSc3ncccn3)n2C)CC1 | 1695 | 1592
C=CCN1C(=O)/C(=C2/Sc3ccc(OC)cc3N2C)SC1=NCc1ccccc1 | 1965 | 1664
CCCCN(CC)S(=O)(=O)c1ccc(C(=O)N(CCCN(C)C)c2nc3cc(C)cc(C)c3s2)cc1 | 1647 | 1474

(list continues)
SMILES | SRC1 TRFRET art | SRC3 TRFRET art
Cc1cc(C(=O)NC(CC(C)C)C(=O)O)cc(C)c1[N+](=O)[O-] (stereo not drawn) | 1820 | 1268
O=C1c2ccccc2NC(c2ccc([N+](=O)[O-])cc2)N1O (stereo not drawn) | 1891 | 1492
Cc1ccc(C(C)C)c(OCC(=O)NN=C2CCCC2)c1 | 1930 | 1611
CN(C)CC(C)(C)CNS(=O)(=O)c1ccc(Cl)c(Cl)c1 | 1960 | 1718
CC12CC(O)C3c4ccc(O)cc4CCC3C1CCC2=O (stereo not drawn) | 1798 | 1581
CCOC(=O)N1CCN(c2ccc(C(F)(F)F)cn2)CC1 | 1662 | 1623
NC(=O)C1CCN(C(=O)CCC(=O)c2ccc(Br)cc2)CC1 | 1711 | 1565
O=C(O)C1(c2ccccc2)CCN(S(=O)(=O)c2cccs2)CC1 | 1695 | 1233
CN(C)CCNC(=O)/C(=N\O)c1ccccn1 | 1915 | 1600
CN(CC(=O)Nc1ccc(SC(F)F)cc1)C1CCCCC1 | 1832 | 1629
O=C(COc1ccccc1)N1CCN(c2ncccn2)CC1 | 2002 | 1752
C/C(CC1CC(C)OC1=O)=N\NC(N)=S (stereo not drawn) | 1796 | 1575
CNc1ccccc1C(C)(C)c1cc(-c2ccc(F)cc2)no1 | 1678 | 1549
COC(=O)C[N+](C)(C)CC#Cc1ccccc1 | 1640 | 1668
COc1ccc(Nc2nc(N/N=C/c3ccc(N(C)C)cc3)nc(C)c2[N+](=O)[O-])cc1 | 1739 | 1469
CCN(CC)S(=O)(=O)c1cccc(NC(=O)c2ccc(Sc3nncn3C)c([N+](=O)[O-])c2)c1 | 1740 | 1491
COc1ccc(N2C(S)=C(C#N)C(=O)NC23CCCCC3)cc1 | 1807 | 1523
O=C1C2C3C=CC(C3)C2C(=O)N1c1ccc(N2CCN(c3ccccn3)CC2)c([N+](=O)[O-])c1 (stereo not drawn) | 1749 | 1482
COc1ccc(-n2c(=O)c3c4c(sc3n(CC(=O)Nc3cc(C)[nH]n3)c2=O)CCC4)c(OC)c1 | 1941 | 1674
O=C(NCc1ccc(F)cc1)c1ccccc1OCc1ccccc1 | 1513 | 1325
CCCCNC(=O)C1CCN(S(=O)(=O)N2CCCCCC2)CC1 | 2071 | 1720
COc1ccccc1/C=C(/NC(=O)c1ccc(Cl)cc1Cl)C(=O)O | 1802 | 1701
Cc1cc(C)c(NC(=O)/C(C#N)=C/c2ccc(OCc3ccc(F)cc3)cc2)c(C)c1 | 1833 | 1590
O=C(Cc1ccc(Br)cc1)NCCc1ccc(Cl)cc1Cl | 1977 | 1480
S=C(c1c[nH]c2ccccc12)N1CCOCC1 | 1813 | 1613
O=C1CN(C(=O)COc2ccc(Br)cc2)c2ccccc2N1 | 1802 | 1345
O=c1[nH]c(CSc2ccccn2)nc2c1oc1ccccc12 | 2045 | 1490
CCOc1ccc(C(C)NC(=S)NCc2ccc(Cl)cc2)cc1 (stereo not drawn) | 2036 | 1749
Cc1cccc(NC(=O)C2(C)CC3c4ccccc4C2c2ccccc23)c1C (stereo not drawn) | 1740 | 1242
COc1ccccc1CNC(=O)c1csc2c1CCCC2 | 1395 | 1506
O=C(NC(=S)Nc1ccc(CN2CCOCC2)cc1)c1ccc([N+](=O)[O-])cc1 | 1661 | 1526
CN(O)/C=c1/ccc2c(n1)C(=O)C=CC=2 | 1849 | 1330
Cc1noc2ncnc(Oc3ccccc3Cl)c12 | 1830 | 1362
C/C(=N/NS(=O)(=O)c1ccc(Br)cc1)c1ccc(C)o1 | 1822 | 1490
O=C(CSc1cc([N+](=O)[O-])cc(S(=O)(=O)Cc2ccccc2)c1)NC1CC1 | 1664 | 1427
S=C(Nc1ccccc1Cl)N(Cc1ccccc1)Cc1cccnc1 | 2150 | 1646
COc1ccc(OCC(=O)N2N=C(C)CC2(O)C(F)(F)F)cc1 (stereo not drawn) | 1748 | 1568
COC(=O)c1sccc1NC(=S)N1CCN(c2ccccc2)CC1 | 1745 | 1560
CCCN1C=CC(=C2C(=O)c3ccccc3C2=O)C=C1 | 1913 | 1591
Cc1ccc(OCC(=O)O/N=C(\N)c2cccnc2)cc1 | 1792 | 1685
CCSc1nnc(NC(=O)[C@@H](NC(=O)c2cc(OC)cc(OC)c2)C(C)C)s1 | 2006 | 1628
CC(=O)c1cn(Cc2ccccc2)c(=O)[nH]c1=O | 1946 | 1469
COc1ccc2c(c1)CC/C2=N\OC(=O)c1ccccc1OC | 1868 | 1527
Cc1ccc(SCCC(=O)NCCSCc2ccco2)cc1 | 1654 | 1493
COc1ccc(NC(=O)CSc2nnc(CNC(=O)COc3ccc(Cl)cc3)o2)cc1 | 1865 | 1665

Pulled by structure from the entries so far:
SMILES | SRC1 TRFRET art | SRC3 TRFRET art
O=C1CN(C(=O)COc2ccc(Br)cc2)c2ccccc2N1 | 1802 | 1345
Cc1cc(C(=O)NC(CC(C)C)C(=O)O)cc(C)c1[N+](=O)[O-] (stereo not drawn) | 1820 | 1268
Cc1cc([N+](=O)[O-])cc2c1NC(=O)C2(O)N1CCCCCC1 (stereo not drawn) | 1954 | 1576

(continued)
SMILES | SRC1 TRFRET art | SRC3 TRFRET art
Cc1ccc(N2CC(C(=O)NCc3ccc(C)n3C)CC2=O)cc1 (stereo not drawn) | 1883 | 1651
CNC(=S)N(CCc1c(C)[nH]c2ccc(C)cc12)Cc1cc(OC)c(OC)c(OC)c1 | 1908 | 1716
Cc1nc2ccc(S(=O)(=O)NCC(=O)Nc3cccc(F)c3)cc2s1 | 1789 | 1645
COc1ccc(N2CCN(CCC3Oc4cc([N+](=O)[O-])ccc4NC3=O)CC2)cc1 (stereo not drawn) | 1912 | 1707
O=C(COC(=O)c1ccccc1NS(=O)(=O)c1cccs1)NCC12CC3CC(CC(C3)C1)C2 | 1663 | 1613
COc1ccc(CN2C(=O)c3ccccc3C2C(=O)NC2CCCCCC2)c(OC)c1 (stereo not drawn) | 1621 | 1699
Cn1c(SCc2ccc([N+](=O)[O-])cc2)nc2c(c1=O)SCC2 | 1625 | 1477
O=C(NCCCO)C(=O)NCc1ccncc1 | 1776 | 1595
CCc1nnc(NC(=O)CSc2nccn2-c2ccccc2)s1 | 2200 | 1589
Cc1ccsc1-c1nc(CN2CCCC2c2ccc(F)cc2)c(C)o1 (stereo not drawn) | 1720 | 1536
NC(=O)N[C@@H](Cc1c[nH]c2ccccc12)C(=O)OCC(=O)N1CCCCC1 | 1956 | 1639
CCCN(CC(=O)Nc1ccc(C(N)=O)cc1)CC(=O)Nc1ccc(Cl)cc1Cl | 1823 | 1610
CCOc1ccc(NC(=S)NCCN2CCN(Cc3ccccc3)CC2)cc1 | 1967 | 1544
CC(C)CN(C(=O)C(c1ccccc1)c1ccccc1)c1c(N)n(CC(C)C)c(=O)[nH]c1=O | 1967 | 1816
O=[N+]([O-])c1ccc(CN2CCCCCC2)s1 | 2024 | 1434
CC1CC(C)(C)NC(=S)N1CCC(=O)N1CCc2ccccc2C1 (stereo not drawn) | 1774 | 1596
COc1ccc(/C=N/NC(=O)CNC(=O)c2ccc3c(c2)OCCO3)cc1OC | 1647 | 1492
Cc1ccccc1CN1CCNC(=O)C1CC(=O)O (stereo not drawn) | 1723 | 1385
COc1ccccc1/C=C\C=N\NC(=O)c1ccco1 | 1782 | 1433
COc1cc(OC)c(C2=NOC(C(=O)Nc3ccc4c(c3)OCO4)C2)cc1Cl (stereo not drawn) | 1800 | 1618
CCOC(=O)C1CCCN(Cc2cc(=O)oc3cc(C)c(C(C)C)cc23)C1 (stereo not drawn) | 1663 | 1474
COc1ccc(NC(=O)CC2C(=O)N(c3ccc(F)cc3)C(=S)N2NC(=O)c2ccc(Cl)cc2)cc1 (stereo not drawn) | 1788 | 1458
CCCCn1c(N)c(N(CC)C(=O)C(c2ccccc2)c2ccccc2)c(=O)[nH]c1=O | 1784 | 1505
Cc1ccc(-c2nnc(SCC(=O)NNC(=O)COc3cccc4ccccc34)n2C)cc1 | 1846 | 1449
O=C(NCc1cccnc1)C(=O)NCC1OCCN1S(=O)(=O)c1ccc(Cl)cc1 (stereo not drawn) | 1785 | 1594
CN(C)CCOc1cc(Cl)cc(Cl)c1 | 1932 | 1784
Cn1c(-c2sccc2OCc2ccc(Cl)cc2Cl)n[nH]c1=S | 1855 | 1514
CCOc1ccc(NC(=S)N2CCC(N(C)CC3CCCO3)CC2)cc1 (stereo not drawn) | 1748 | 1509
O=C(NCCc1ccccc1)c1cccc(N2C(=O)C3CC=CCC3C2=O)c1 (stereo not drawn) | 1768 | 1434
CCC[N+](CC#Cc1ccccc1)(CCC)CC(=O)OCC | 1708 | 1516

Next part; the last 7 above are carried over.
SMILES | SRC1 TRFRET art | SRC3 TRFRET art
Cc1ccc(-c2nnc(SCC(=O)NNC(=O)COc3cccc4ccccc34)n2C)cc1 | 1846 | 1449
O=C(NCc1cccnc1)C(=O)NCC1OCCN1S(=O)(=O)c1ccc(Cl)cc1 (stereo not drawn) | 1785 | 1594
CN(C)CCOc1cc(Cl)cc(Cl)c1 | 1932 | 1784
Cn1c(-c2sccc2OCc2ccc(Cl)cc2Cl)n[nH]c1=S | 1855 | 1514
CCOc1ccc(NC(=S)N2CCC(N(C)CC3CCCO3)CC2)cc1 (stereo not drawn) | 1748 | 1509
O=C(NCCc1ccccc1)c1cccc(N2C(=O)C3CC=CCC3C2=O)c1 (stereo not drawn) | 1768 | 1434
CCC[N+](CC#Cc1ccccc1)(CCC)CC(=O)OCC | 1708 | 1516
COc1ccc(C(=O)NCc2nnc(SCC(=O)Nc3nc4ccccc4s3)o2)cc1OC | 1820 | 1561
Cc1cccc(N/N=C(\C(N)=O)C2=NC(C)(C)Cc3ccccc32)c1 | 2032 | 1468
CCC(=O)N(CCC(Cc1ccccc1)c1ccco1)Cc1ccco1 (stereo not drawn) | 1793 | 1686
Cc1ccc(NC(=O)CSC2=C(C#N)C(c3ccc4c(c3)OCO4)CC(=O)N2)cc1C (stereo not drawn) | 1939 | 1435
CC(C)[C@H](NS(=O)(=O)c1ccc2c(c1)OCCO2)C(=O)OCC(=O)Nc1ccccc1 | 1722 | 1302
Cc1ccc(S(=O)(=O)N2CCN(c3ccc(C(F)(F)F)cc3[N+](=O)[O-])CC2)cc1 | 1885 | 1605
